Compound activity: PubChem, several laboratories
hERG protect: shields human hERG channel from block by proarrhythmic agents | Q12809 | CHO-hERG, FluxOR thallium flux, dofetilide IC70 present | activation (rescue from dofetilide block), less the hit threshold, % at 10 µM | 0.51% of 310,000 active;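 active means activation above the mean of controls blocked by dofetilide plus 5 SD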;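 further: thallium influx through hERG after potassium depolarization seen as dye fluorescence rise; in these data hits start at about 4.7%; inactives centre near -7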
HDAC3 inh: human HDAC3 inhibition; inhibition, % at 8.3 µM; 0.15% of 320,000 active; O15379; recombinant HDAC3, fluorogenic peptide/trypsin coupled, fluorescence; in the data active means inhibition above about 26%, passing the limit was not always enough
Target sequence (O15379 whole entry, looked up): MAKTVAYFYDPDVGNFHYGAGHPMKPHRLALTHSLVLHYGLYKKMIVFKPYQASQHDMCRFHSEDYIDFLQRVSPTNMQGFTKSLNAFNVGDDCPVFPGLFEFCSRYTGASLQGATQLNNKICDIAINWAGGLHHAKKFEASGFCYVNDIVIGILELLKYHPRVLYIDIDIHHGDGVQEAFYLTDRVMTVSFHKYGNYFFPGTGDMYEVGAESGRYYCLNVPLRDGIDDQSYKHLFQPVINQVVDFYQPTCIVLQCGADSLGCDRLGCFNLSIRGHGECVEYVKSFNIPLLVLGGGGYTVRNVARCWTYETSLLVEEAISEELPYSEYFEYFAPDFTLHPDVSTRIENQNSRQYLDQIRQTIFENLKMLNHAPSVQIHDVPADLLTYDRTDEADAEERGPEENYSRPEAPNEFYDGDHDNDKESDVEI
KCNK9 block: blocks the human KCNK9 two-pore domain potassium channel. Q9NPC2. HEK293 KCNK9, FluxOR thallium flux fluorescence; active compounds read low. B-score at 10 µM. 1.2% of 310,000 active. AID 488922;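 active means ratio B-score over 3 SD below the library mean, with starting fluorescence within 5 SD of its mean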;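 further: negative B-score means less thallium flux so channel inhibition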
Target sequence (Q9NPC2 whole entry, looked up, the tested form may be a part): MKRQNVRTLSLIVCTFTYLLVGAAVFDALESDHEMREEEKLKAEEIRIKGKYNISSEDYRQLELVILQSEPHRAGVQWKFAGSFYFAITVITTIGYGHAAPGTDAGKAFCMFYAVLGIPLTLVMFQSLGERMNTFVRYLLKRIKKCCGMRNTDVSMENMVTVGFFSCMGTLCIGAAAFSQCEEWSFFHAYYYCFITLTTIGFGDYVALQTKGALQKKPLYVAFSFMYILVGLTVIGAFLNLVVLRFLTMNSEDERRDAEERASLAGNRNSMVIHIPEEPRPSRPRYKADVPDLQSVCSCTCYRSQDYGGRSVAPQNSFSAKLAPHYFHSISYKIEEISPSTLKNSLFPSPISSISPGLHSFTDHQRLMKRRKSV
DYRK1A inh: blocks rat Dyrk1A kinase activity | Q63470 | ADP-Glo luminescence, NFATc1 peptide | inhibition, % at 12.5 µM | 0.43% of 310,000 active; in the data active means inhibition above about 50%;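 further: plate controls were vehicle with enzyme for no effect and no enzyme for full effect; many of its hits are not listed in these tables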
RGS4 act: potentiators or activators of RGS4. HEK293 M3R/inducible RGS4, carbachol calcium flux Fluo4; active compounds read low. B-score at 10 µM. 0.92% of 310,000 active;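 active means B-score of the integrated calcium signal more than 4 SD below the library mean, with starting fluorescence not abnormally high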;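 further: negative B-score means reduced calcium response which marks RGS4 activation or potentiation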
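Reagent: ECmax carbachol challenge; Test system: M3R-expressing HEK293 line, RGS4 induced by doxycycline; Schedule: overnight RGS4 induction, 30 min dye load 37 °C, 20 min compound RT; Detection: calcium dye Fluo4 fluorescence; Read-out: Agonist-evoked peak-minus-minimum fluorescence over baseline, integrated ratio, B score.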
KCNQ1 pot: human KCNQ1 channel potentiation or activation; P51787; CHO-K1 KCNQ1, thallium flux FluxOR fluorescence; active compounds read high; B-score at 10 µM; 0.35% of 310,000 active;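 active means fluorescence ratio B-score, a plate-corrected score, at least three library SD, with initial intensity B-score within 5 SD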
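Schedule – 37 °C overnight plating, 90-min dark dye load, 20-min compound pretreatment · System – stable KCNQ1 CHO-K1 line · Probe or stimulus – thallium- and potassium-containing depolarizing buffer · Measured by – kinetic FluxOR fluorescence, 10 s baseline plus 110 s post-stimulus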
GSK3 alpha inh: blocks human GSK-3 alpha kinase; ADP-Glo luminescence, 60 min; AID 2650; inhibition, % at 10 µM; 0.1% of 320,000 active;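 in the data active means inhibition above about 50%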;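 further: GST-tagged GSK-3 alpha with peptide substrate and 25 µM ATP; 0% = DMSO neutral wells and 100% = GW8510 positive control wells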
PolyA inhibitor: blocks polyadenylation in yeast reporter cells. S. cerevisiae SKY197-pL101 polyadenylation reporter, beta-gal luminescence; efflux-impaired pdr1/pdr3 knockout yeast; score 100 = 6 SD above DMSO. calls only at 12 µM. 0.02% of 300,000 active;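 active means lowest replicate activity score at least 50, where 100 means six control SD above control mean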;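 further: yeast exposed to compound for 9 h at 30 °C; higher score means more reporter readthrough which indicates perturbed polyadenylation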
KCNK3 block: human KCNK3 channel inhibition, primary screen | O14649 | AID 602410 | B-score at 10 µM | 0.84% of 340,000 active | CHO-KCNK3 thallium flux, FluxOR fluorescence; active compounds read low;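 active means B-score under library mean minus 4 SD, starting fluorescence ratio at most library mean plus 5 SD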;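 further: more negative B-score means stronger inhibition of thallium flux through KCNK3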
GSK3beta inhib: human GSK3beta kinase inhibition; GST-GSK3beta kinase, ADP-Glo luminescence, 60 min; active compounds read low; activity score (negative = inhibition), % at 10 µM; 0.038% of 300,000 active; AID 2097;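 active means more than half of replicate wells score below -50%, meaning over 50% inhibition versus plate controls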;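 further: 0% = median DMSO wells and -100% = median GW8510 positive control wells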
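Assay system: GST-tagged human GSK3beta kinase, cell-free; Input: 1.6 ng GSK3beta; Medium: Tris/MgCl2 kinase buffer; Timing: 60 min enzyme reaction, room temperature; Signal: ADP-Glo luminescence quantifying ADP generated by kinase; Evaluation: score relative to plate controls; Benchmarks: DMSO neutral wells and GW8510 at 20 µM as positive.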
KCNQ1 inh: inhibitors of human KCNQ1 potassium channel | 1.3% of 310,000 active | AID 2642 | P51787 | B-score at 10 µM | CHO-K1 KCNQ1, FluxOR thallium flux fluorescence; active compounds read high;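 active means compounds whose thallium flux B-score, printed positive for inhibition, exceeds three library SD while starting fluorescence stays within three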;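 further: channel opened by potassium depolarization with thallium stimulus after 20 min compound exposure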
The depositor's hits bear a star; i = inactive; . = no result given; & = joins results of further samples; ! = not confirmed by another sample. Some of the compounds tested; rates above refer to the full screens.

SMILES	hERG protect	HDAC3 inh	KCNK9 block	DYRK1A inh	RGS4 act	KCNQ1 pot	GSK3 alpha inh	PolyA inhibitor	KCNK3 block	GSK3beta inhib	KCNQ1 inh
CN1C(c2ccccc2)CC(=NO)CC1c1ccccc1 (centres undefined)	3	4	i	-3	i	i	-3	i	i	-3	i
CCOC(=O)Cc1csc(NC(=O)c2sc3nc4ccc(C)cc4cc3c2N)n1	-10	-2	i	-2	i	i	4	i	i	1	i
Cc1ccc2cc(C#N)c(N3CCCN(C(=S)NCCCN(C)C)CC3)nc2c1	-9	-15	i	18	i	i	49	i	i	-5	i
C=CCNc1oc(/C=C/c2ccccc2)nc1C#N	-11	4	i	0	i	i	0	i	i	-2	i
COC(=O)CSc1nc2nc(C)cc(C)n2n1	-4	-1	i	0	i	i	1	i	i	0	i
O=C(Cn1nc(-c2cccc(Cl)c2)ccc1=O)Nc1ccccc1Br	-13	1	i	-10	i	i	-1	i	i	1	i
CC(=O)NC12CC3CC(C1)CC(C(=O)N1CCN(S(=O)(=O)c4ccc(C(C)C)cc4)CC1)(C3)C2	-11	4	i	-1	i	i	-1	i	i	4	i
COc1cc2c(C#N)c(N3CCCC3)nc(N)c2c(N)n1	1&-16	-1&-77	i	53*!	i	i	5&3	i	i	-6&-4	i
Cc1cc(C)n2nc(SCc3cc(=O)oc4ccc5ccccc5c34)nc2n1	-8	5	i	1	i	i	-4	i	i	0	i
CCc1nn(C(CC)C(=O)NCCc2ccc(OC)cc2OC)c(=O)c2cc3occc3n12 (centres undefined)	-5	-2	i	-2	i	i	-4	i	i	0	i
Cc1onc(-c2c(F)cccc2Cl)c1C(=O)N1C=CC(C(F)(F)F)=NCC1	-6	10	i	3	i	i	0	i	i	4	i
CCONC(=NC)c1nonc1N	-7	-11	i	8	i	i	1	i	i	5	i
C/C(CCC1CC(C)(C)OC1=O)=N\NC(N)=S (centres undefined)	-7	-5	i	.	i	i	0	i	i	2	i
CCOC(=O)C1CCCN(CCC(=O)Nc2ccc(Br)cc2)C1 (centres undefined)	-5	-3	i	14	i	i	2	i	i	-2	i
CCOCCCn1c(=N)c(C(=O)NCc2ccc3c(c2)OCO3)cc2c(=O)n3ccccc3nc21	-18	.	i	.	i	i	.	i	.	0	i
Cc1ccccc1N=C1NC(=O)CC(c2ccccc2)S1 (centres undefined)	-16	1	i	0	i	i	-3	i	i	0	i
Cc1cccc(-c2csc(NC(=O)c3cnccn3)c2C(=O)OC(C)C)c1	-4	3	i	12	i	i	-1	i	i	-1	i
COc1ccc(CC(=O)Nc2ccc3c(c2)CCC3)cc1OC	-16	1	i	4	i	i	4	i	i	2	i
O=C(CCCCCn1c(=O)[nH]c2ccsc2c1=O)NCc1ccc2c(c1)OCO2	-16	-1	i	4	i	i	0	i	i	1	i
CC(C)NCCOCCOc1ccccc1F	-8	-8	i	-6	i	i	1	i	i	-5	i
N#Cc1c(N)c(C#N)c(-c2ccc3c(c2)OCO3)c2c1CCCC2	-8	3	i	3	i	i	-1	i	i	-5	i
CC1C(C#N)=C(SCC(N)=O)NC2=C1C(=O)CC(C)(C)C2 (centres undefined)	-5	2	i	-1	i	i	10	i	i	-3	i
CC(=O)Nc1ccc(NC(=O)c2cc(-c3cc(C)cc(C)c3O)n[nH]2)cc1	-5	-6	i	-4	i	i	-2	i	i	4	i
CC1CCCN(C(=O)CCNC(=O)Cn2cnc3ccccc3c2=O)C1 (centres undefined)	-6	-1	i	-1	i	i	-1	i	i	-2	i
CN(C(=S)Nc1ccc(F)cc1)C1(c2ccccc2Cl)CCCCC1=O (centres undefined)	-6	.	i	-3	i	i	.	i	i	1	i
Cc1cc(NC(=O)CSCc2nc(-c3cccc(Cl)c3)oc2C)no1	1	-7	i	12	i	i	-1	i	i	-2	i
C=CCn1c(=NC(=O)c2cccc(N3C(=O)CCC3=O)c2)sc2cccc(OC)c21	-19	9	i	4	-10*	i	.	i	i	1	i
CC1CC(C)CN(C(=O)c2cccc3c2-c2ccccc2C3=O)C1 (centres undefined)	-5	2	i	.	i	i	0	i	i	-4	i
O=C(Nc1cccc2ccccc12)N1CCc2ccccc2C1	2	3	i	-8	i	i	-3	i	i	1	i
CCn1c(SC(C)C(=O)NCC2CCCO2)nc2scc(-c3ccccc3)c2c1=O (centres undefined)	-17	-3	i	-3	i	i	-1	i	i	2	i

Part of the list above, bar-delimited.
molecule | hERG protect | HDAC3 inh | KCNK9 block | DYRK1A inh | RGS4 act | KCNQ1 pot | GSK3 alpha inh | PolyA inhibitor | KCNK3 block | GSK3beta inhib | KCNQ1 inh
CC1CCCN(C(=O)CCNC(=O)Cn2cnc3ccccc3c2=O)C1 (centres undefined) | -6 | -1 | i | -1 | i | i | -1 | i | i | -2 | i
O=C(Nc1cccc2ccccc12)N1CCc2ccccc2C1 | 2 | 3 | i | -8 | i | i | -3 | i | i | 1 | i
CC1C(C#N)=C(SCC(N)=O)NC2=C1C(=O)CC(C)(C)C2 (centres undefined) | -5 | 2 | i | -1 | i | i | 10 | i | i | -3 | i

Additional structures
SMILES	hERG protect	HDAC3 inh	KCNK9 block	DYRK1A inh	RGS4 act	KCNQ1 pot	GSK3 alpha inh	PolyA inhibitor	KCNK3 block	GSK3beta inhib	KCNQ1 inh
O=C(NC(=S)Nc1ccc(S(=O)(=O)N2CCCC2)cc1)C1CC1	-12	3	i	0	i	i	-3	i	i	-6	i
Cc1ccc(C(C(=O)NCc2ccccc2)N(C(=O)c2csnn2)C2CC2)cc1 (centres undefined)	-10	-16	i	-9	i	i	1	i	i	.	i
CN(C)C(CNC(=O)c1cccnc1Sc1ccccc1)c1ccco1 (centres undefined)	-9	9	i	4	i	i	0	i	i	-4	i
CCN(CC)S(=O)(=O)c1ccc(C)c(NC(=S)N2CCN(C/C=C/c3ccccc3)CC2)c1	-17	0	i	-1	i	i	-2	i	-11*	1	i
CCC(C)NC(=O)Cn1c(=O)n(CCCCC(=O)NCc2ccco2)c(=O)c2ccccc21 (centres undefined)	-7	-8	i	4	i	i	-2	i	i	4	i
Cc1cc(=O)[nH]c(N/N=C/c2cccc([N+](=O)[O-])c2)n1	-4	5	i	.	i	i	-2	i	.	-1	i
CCN(CC)c1ccc(/C=C2/C(=O)ON=C2C)cc1	-7	8	i	2	i	i	-1	i	i	2	i
CCOc1ccc(C2(C)NC(=O)N(CCN(C)C)C2=O)cc1 (centres undefined)	2	-10	i	1	i	i	-2	i	i	-2	i
COc1ccc(Cl)cc1NC(=O)c1cc(-c2ccco2)on1	-6	-1	i	-8	i	i	-2	i	i	-2	i
COc1ccc(CCN2CC(C(=O)NC3CCCCC3)CC2=O)cc1OC (centres undefined)	-13	1	i	-3	i	i	-3	i	i	3	i
COc1ccc(C(=O)N2CCN=C2c2ccccc2)cc1OC	-6	2	i	2	i	i	1	i	i	-3	i
Cc1ccc(NC(=O)C2C3C=CC4(O3)C2C(=O)N(CCN2CCOCC2)C4C(=O)NC2CCCCC2)cc1C (centres undefined)	-8	-4	i	6	i	i	3	i	i	.	i
Cc1ccc(NS(=O)(=O)c2cccc(C(=O)N3CCCCCC3)c2)cc1	-13	4	i	-5	i	i	-1	i	i	-1	i
Cc1ccccc1C(=O)NC(C(=O)Nc1nc2c(s1)CCCC2)C(C)C (centres undefined)	-1	4	i	-4	i	i	-1	i	i	1	i
O=C(N1CCN(c2ccccn2)CC1)C(Cl)(Cl)Cl	-2	-6	i	-4	i	i	-3	i	i	3	i
Nc1c(Cl)ncnc1N/N=C/c1ccncc1	-8	-4	i	.	i	i	7	i	i	-1	i
C=CCSc1nc2ccccc2n1Cc1nnc(-c2cccs2)o1	-14	-7	i	2	i	i	-1	i	i	-1	i
COc1cccc(C2=NOC(C(=O)Nc3ccc4c(c3)OCO4)C2)c1OC (centres undefined)	-3	-1	i	-2	i	i	0	i	i	0	i
CCCC(=O)Nc1ccc(NC(=O)c2cccc(OC)c2)nc1	-5	8	i	4	i	i	2	i	i	-4	i
CN1C(=O)c2ccccc2C(C(=O)NCc2ccco2)C1c1c[nH]c2ccccc12 (centres undefined)	-9	0	i	3	i	i	0	i	i	1	i
COC(=O)c1ccc(N2CCCCC2)c(N)c1	-4	-4	i	-3	i	i	-1	i	i	1	i
COc1ccc(OC)c(NC(=O)CCNS(=O)(=O)c2cc(Br)cnc2N)c1	-7	9	i	-3	i	i	-5	i	i	0	i
CCOC(=O)C1CCN(c2cc3c(cc2NC(=O)c2ccccc2Br)n(C)c(=O)n3C)CC1	-19	4	i	11	i	i	3	i	i	-3	i
CCC1CCCCN1S(=O)(=O)c1ccc(C(=O)N(CCCN(C)C)c2nc3cc4c(cc3s2)OCO4)cc1 (centres undefined)	-16	.	i	3	i	i	1	i	i	-4	i
Cc1nn(C(C)C(=O)NCCCN2CCCCCC2)c(=O)c2c1sc1ccccc12 (centres undefined)	-9	1	i	-1	i	i	-1	i	i	-3	i
Cc1ccc(OCCSc2nc(N)cc(N)n2)cc1	-3	-4	i	-2	i	i	-1	i	i	-1	i
COCCNC(=O)c1onc(CSc2ccncc2)c1C(=O)NCCOC	-1	-1	i	9	i	i	2	i	i	0	i
c1ccc(-c2cn(C[C@H]3CC[C@H](Cn4cc(-c5ccccn5)nn4)O3)nn2)nc1	-4	1	i	8	i	i	-1	i	i	-3	i
COc1ccc(C)cc1NC(=O)C(=O)NNC(=O)c1ccco1	34*	-3	i	-1	i	29*	-2	i	i	-3	i
CCCn1nc(C(=O)NCCc2ccc(S(N)(=O)=O)cc2)c2ccccc2c1=O	-11	6	i	2	i	i	2	i	i	3	i
CN(C)C(CNC(=O)c1cccc(S(=O)(=O)NCc2ccccc2)c1)c1ccco1 (centres undefined)	-11	6	i	7	i	i	4	i	i	4	i
COc1ccc(NC(=O)CN2CCN(c3ccc(Cl)cc3)CC2)c(OC)c1	-8	-3	i	-2	i	i	0	i	i	0	i
CCCSc1ncc(Cl)c(C(=O)Nc2ccc(S(=O)(=O)N3CC(C)OC(C)C3)cc2)n1 (centres undefined)	-11	.	i	-6	i	i	.	i	i	-3	i
N#CC1(NC(=O)CN2CCN(S(=O)(=O)c3ccccc3F)CC2)CCCC1	-6	-2	i	1	i	i	-3	i	i	0	i
